Cy5 interf NS3h – enhances or quenches Cy5 fluorescence in NS3h assay; Cy5-dT15 DNA with NS3h, fluorescence interference; actives lie on both sides; signal over control mean, under 1 quenches; fluorescence interference ratio at 100 µM; 6% of 16,000 active;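 active means compound fluorescence over control fluorescence at most 0.8, a quencher, or at least a set upper limit, an enhancer; inactive means ratio between 0.8 and the set upper limit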
HCV NS3h FP – blocks HCV NS3 helicase binding to DNA; NS3h Cy5-dT15 DNA binding, fluorescence polarization; inhibition, % at 100 µM; 1.6% of 16,000 active; AID 687043;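 active means inhibition above the average over every tested compound plus 3 SD, cut at about 40% in these data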
Starred values were filed as active, the others as inactive. This is a random part of the collection; overall some 7% were active at least once.

SMILES	Cy5 interf NS3h	HCV NS3h FP
CCOC(=O)C1=C(C)NC(=O)NC1c1ccc(OC)cc1OC (stereo not drawn)	0.96	1
COc1cc(C2NC(=O)NC(C)=C2C(=O)OCc2ccc3c(c2)OCO3)cc(Br)c1O (stereo not drawn)	0.95	8
O=C1CCCc2oc3ccc(NS(=O)(=O)c4ccccc4)cc3c21	1	17
O=C(COc1ccccc1)Nc1cccc(Cl)c1Cl	0.99	8
COc1ccc(S(=O)(=O)N(CC(=O)O)Cc2ccccc2)cc1	1.1	3
Nc1cccc(Nc2nc(OC(C(F)(F)F)C(F)(F)F)nc(OC(C(F)(F)F)C(F)(F)F)n2)c1	0.96	5
COc1ccc(NS(=O)(=O)c2ccc(N/C=C\C(=O)c3ccccc3)cc2)nn1	0.95	9
Cc1ccccc1N1CCN(C(=S)c2ccc(OCc3ccccc3)cc2)CC1	1	8
Cc1cccc(-c2cc(NC(=O)c3ccc(Br)cc3)n[nH]2)c1	1	10
O=S(=O)(Nc1ccc(Cl)c2cccnc12)c1ccccc1	0.96	-8
Cc1ccc(-c2nnc(Nc3ccc4c(c3)nc(C)n4C)c3ccccc23)cc1	0.71*	5
COC(=O)c1ccccc1NC(=O)CN(c1ccc(OC)c(Cl)c1)S(C)(=O)=O	1	18
CCOc1cc(C=C2C(=O)NC(=S)N(CC)C2=O)ccc1O	0.9	32
Cc1cccc(NC(=O)C(=O)NCc2ccco2)c1C	1.1	19
O=C(CSc1ncccc1C(=O)O)Nc1ccccc1	1	-1
CCN(CC)c1ccc(/C=N/NC(N)=O)cc1	1.1	5
COC(=O)CN(Cc1ccccc1)S(=O)(=O)c1ccc(NC(C)=O)cc1	1	-2
Cn1c2nc(-[n+]3ccccc3)nc-2c([O-])n(C)c1=O	0.97	-12
COc1ccc(O)c(/C=C2\SC(=S)N(Cc3ccccc3)C2=O)c1	1	12
CCC1=NN(C(=O)c2ccc(Cl)cc2)C(O)(c2ccc(Br)cc2)C1 (stereo not drawn)	0.99	6
O=C1C=CC(=O)N1c1ccccc1N1C(=O)C=CC1=O	1	81*
C=C(C)COc1ccc2oc(C)c(C(=O)OCCOC)c2c1	1	12
CCOC(=O)C(C)Oc1cccc2c1ccc1c(-c3ccccc3)cc(=O)oc12 (stereo not drawn)	1	12
COC(=O)c1ccccc1NC(=O)COc1cc(C)ccc1C(C)C	0.94	11
Cc1cc(C(=O)Nc2ccccc2C(=O)O)ccc1NC(=O)C(C)(C)C	1	-1
COc1ccc(C)cc1NC(=O)c1cccc(I)c1	1.1	14
O=C1/C(=C\c2cccs2)SC(=S)N1CCC(=O)N1CCCc2ccccc21	1.1	3
C(=Nc1ccc2c(c1)OCCOCCOc1cc(N=Cc3ccccc3)ccc1OCCOCCO2)c1ccccc1	1	3
O=C(NCc1cccnc1)/C(=C/c1ccc(-c2cccc(Cl)c2)o1)NC(=O)c1ccccc1	0.85	19
COc1ccc(OC)c(/C=C/C(=O)c2c(-c3ccccc3)c3cc(Br)ccc3[nH]c2=O)c1	1	12
COc1cccc(N2C(=O)/C(=C/c3cccs3)SC2=S)c1	1.1	7
O=C(O)c1ccc(-n2ncc(Cl)c(Cl)c2=O)cc1	1.1	8
O=C(Nc1ccc(Cl)cc1)Nc1nnc(-c2cccs2)s1	0.69*	14
O=C(Nc1ccccc1)Nc1nnc(CSCc2ccc(Cl)cc2)s1	1	4
COc1ccc(C2=NN(C(C)=O)C(c3ccccc3)C2)cc1 (stereo not drawn)	1	16
Cc1ccc(/C=C/C(=O)Nc2cccc(C(F)(F)F)c2)o1	0.89	7
COc1ccc(/C(N)=N\OC(=O)c2ccccc2I)cc1OC	1	8
CCSc1nc2c(C)c(O)c(C)cc2[nH]1	1.1	-2
Cc1c(NC(=O)C(c2ccccc2)c2ccccc2)cccc1[N+](=O)[O-]	1.2	5
CCN(CC)c1ccc(C=Nc2ccc(S(N)(=O)=O)cc2)cc1	1	7
Cc1ccc(C)c(NC(=O)CN(c2cc(Cl)cc(Cl)c2)S(C)(=O)=O)c1	1.1	7
CCNC(=O)C(=O)Nc1ccc(OCC)cc1	1.1	2
CCC1C(=O)N=C(SCC(=O)Nc2ccccn2)NC1=O (stereo not drawn)	0.98	-5
CCOc1ccccc1NC1=C(Cl)C(=O)N(c2ccc(Cl)cc2)C1=O	1	13
Cc1c(NC(=S)NC(NC(=O)c2ccccc2Cl)C(Cl)(Cl)Cl)c(=O)n(-c2ccccc2)n1C (stereo not drawn)	0.94	8
COc1ccc(-c2noc(/C=C/c3ccccc3)n2)cc1	1.1	15
CC(=O)Nc1ccc(S(=O)(=O)NCc2ccccc2)cc1	1.1	3
O=C(c1ccc(Cl)cc1Cl)N1CCN(c2ccccn2)CC1	1.1	6
CC1(C)SSC(=O)C1NC(=O)c1ccccc1 (stereo not drawn)	0.99	12
O=C(Nc1ccc2c(c1)OCCO2)c1cccnc1	0.99	-9
CCOC(=O)CSc1nc2c(c(=O)n(C)c(=O)n2C)n1C	1	1
Cc1ccccc1OCCNC(=O)c1cccc2ccccc12	0.91	17
CCN1C(=O)/C(=C\c2ccccc2C)SC1=S	1.1	17
CCOC(=O)c1[nH]cnc1C(=O)Nc1ccc(Br)cc1	1.1	3
CCOC(=O)c1ccc(NC(=O)c2cc(Cl)c(OC)c(Cl)c2)cc1	0.97	10
COc1ccc(CCN2C(=O)/C(=C\c3cccc([N+](=O)[O-])c3)SC2=S)cc1OC	1	-2
Cc1ccc(S(=O)(=O)NCCC(=O)Nc2ccc([N+](=O)[O-])cc2)cc1	1.1	13
CCOc1ccc(C2Nc3cccc4cccc(c34)N2)cc1OC	0.99	15
Cc1cc(C)c(OCCCCN2CCCC2)c(Cl)c1	0.81	4
O=c1oc(-c2ccc(Cl)cc2Cl)nc2ccccc12	1.2	7

Next section
SMILES	Cy5 interf NS3h	HCV NS3h FP
CCOc1ccc(C(=O)Nc2cc(Cl)cc(Cl)c2)cc1Br	1	5
COCCCNC(=O)COc1ccc(C)cc1	1.1	-3
CCOc1ccc(/C=C2\C(=O)NC(=S)N(c3ccc(C)cc3)C2=O)cc1Cl	0.9	6
CCOC(=O)CC(NC(C)=O)c1ccc([N+](=O)[O-])cc1 (stereo not drawn)	1	-1
COc1cc2ccccc2cc1C(=O)Nc1ccc(Cl)c(NC(=O)c2ccccc2)c1	1	5
O=C(O)COc1ccccc1C1OC2CCCCC2C2=CCCCC21 (stereo not drawn)	0.96	6
CC(=O)Nc1c(C)cc(C2(c3cc(C)c(NC(C)=O)c(C)c3)CCCCC2)cc1C	0.95	2
CCc1ccc(N2CC(C(=O)NCc3ccc(C)cc3)CC2=O)cc1 (stereo not drawn)	1	8
O=C(CSc1ccccn1)OCC(=O)c1ccc(Br)cc1	0.64*	4
COc1ccc(NC(=O)c2ccccc2[N+](=O)[O-])c(OC)c1	1	-18
COc1cc(NC(=O)c2cc3n(n2)C(C(F)(F)F)CC(c2ccc(Cl)cc2)N3)cc(OC)c1OC (stereo not drawn)	0.96	7
O=C(c1cc2ccccc2oc1=O)N1c2ccccc2Sc2ccccc21	1.1	-1
O=C1CC(O)(C(F)(F)C(F)F)Oc2ccc(Cl)cc21 (stereo not drawn)	1.1	18
O=C1C=CC(=NS(=O)(=O)c2ccc(F)cc2)c2ccccc21	0.88	3
COc1ccccc1C/C(N)=N\OC(=O)COc1ccc(C)cc1	0.97	18
Cc1ccc(-n2c(-c3ccccc3F)nc3c(cnn3-c3ccccc3)c2=O)cc1	1.2	41*
Fc1ccccc1OCCSc1nc2ccc(Br)cc2[nH]1	0.94	-14
CC(C)(C)c1ccc(-c2cc(-c3ccccc3O)[nH]n2)cc1	0.95	16
O=C1S/C(=C/c2ccccc2)C(=O)N1CC(=O)N1c2ccccc2Sc2ccc(Cl)cc21	1.1	-12
CCOc1ccccc1NC(=O)NS(=O)(=O)c1ccc(C)cc1	1.1	-1
Oc1[nH]c2ccccc2c1C=Nc1ccccc1	0.84	12
COCCNS(=O)(=O)c1ccc(OC)c(Br)c1	0.99	-4
O=C(Nc1ccccn1)c1ccc(-c2ccccc2)cc1	1	-1
CC(C)OCC(O)CNc1ccccc1 (stereo not drawn)	0.95	13
COc1cc(C(=O)NC(NC(=S)Nc2ccc(C(C)=O)cc2)C(Cl)(Cl)Cl)cc(OC)c1OC (stereo not drawn)	0.91	5
NC(=O)C1CCN(S(=O)(=O)c2ccc([N+](=O)[O-])cc2)CC1	1.1	3
CCc1ccccc1N(CC(=O)Nc1ccc(OC)cc1)S(C)(=O)=O	1	8
CCSc1nc(N)c(C#N)c(-c2ccco2)c1C#N	1	16
O=C(NC(=S)Nc1ccc(Cl)c(Cl)c1)c1ccco1	0.95	11
Ic1cccc(/C=N\n2cnnc2)c1	1	0
NC(=O)SCC(=O)Nc1cccc(O)c1	1.1	0
CCC(=O)Nc1ccc2oc(-c3ccc4ccccc4c3)nc2c1	1	-4
CC(C)CN1C(=O)/C(=C/c2ccc(Cl)c(Cl)c2)SC1=S	0.97	14
COc1ccccc1CNC(=O)N1CCOCC1	0.98	6
O=C(Nc1ccc(S(=O)(=O)Nc2ncccn2)cc1)c1cccs1	1	2
CCn1c(C)[n+](CCO)c2cc(Cl)c(Cl)cc21	0.86	2
N#CCCn1cc(/C=N\O)c(-c2ccc(Cl)cc2)n1	0.94	0
CS(=O)(=O)N(CC(N)=O)c1cccc(C(F)(F)F)c1	1	1
O=C1CSC(=S)N1c1cccc(Br)c1	0.96	4
Cc1ccc2nsnc2c1NC(=O)/C=C/c1ccccc1	0.95	18
O=C(/C=C/c1ccc2c(c1)OCO2)c1cccc(Br)c1	1	6
COc1cc(NS(=O)(=O)c2c(C)cc(C)cc2C)c(OC)cc1Cl	0.89	-3
CC(C)CN1C(=O)/C(=C/c2cccc(Br)c2)SC1=S	0.96	11

Source: PubChem (Milwaukee Institute for Drug Discovery)
